LYPLA2 counter = LYPLA2 inhibitors, primary screen, counter-screen for PME1 inhibitor project, biochemical, fluorescence polarization, FP-Rh probe ABPP; Acyl-protein thioesterase 2 (Homo sapiens), O95372; recombinant LYPLA2; inhibition, % at 5.9 µM; actives 0.38% (n = 320,000); AID 2177, 2009;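 active means inhibition above the screen-wide mean plus 3 SD, limit set per campaign, cut at about 26% in these data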;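 further: 0% = LYPLA2 with DMSO and 100% = wells lacking LYPLA2 enzyme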
Target sequence (O95372 whole entry, looked up): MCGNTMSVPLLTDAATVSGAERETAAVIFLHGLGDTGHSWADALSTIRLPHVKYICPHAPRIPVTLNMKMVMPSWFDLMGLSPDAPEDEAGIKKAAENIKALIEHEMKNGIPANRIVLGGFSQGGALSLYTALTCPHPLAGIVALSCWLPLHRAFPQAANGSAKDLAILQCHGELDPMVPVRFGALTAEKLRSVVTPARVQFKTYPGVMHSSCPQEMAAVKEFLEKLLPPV
PAD4 FP inh = human PAD4 inhibitors, primary screen, biochemical, fluorescence polarization, 1536-well format | Protein-arginine deiminase type-4 (Homo sapiens), Q9UM07 | recombinant PAD4, RCA probe fluorescence polarization | inhibition, % at 6.36 µM | actives 0.41% (n = 330,000);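 active means percent inhibition above a cutoff equal to the mean of all tested compounds plus 3 SD, cut at about 15% in these data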;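 further: 0% = PAD4 with RCA probe and DMSO and 100% = probe without PAD4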
PAFAH2 inh = PAFAH2 enzyme inhibitors, primary screen, biochemical, fluorescence polarization, human; Platelet-activating factor acetylhydrolase 2, cytoplasmic (Homo sapiens), Q99487; recombinant PAFAH2, FP-rhodamine activity probe; actives 0.99% (n = 340,000); inhibition, % at 3.39 µM; AID 492956, 2010;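 active means inhibition above the mean over all tested compounds plus 3 SD, cut at about 30% in these data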;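 further: inhibitors block probe labeling of enzyme so polarization drops; 0% = enzyme with DMSO and 100% = wells lacking PAFAH2 protein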
LYPLA1 inh = LYPLA1 inhibitors, primary screen, counter-screen for PME1 inhibitor project, biochemical, fluorescence polarization, FP-Rh probe ABPP; Acyl-protein thioesterase 1 (Homo sapiens), O75608; recombinant LYPLA1; inhibition, % at 5.9 µM; AID 2174, 2009; actives 0.16% (n = 320,000);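 active means inhibition above the mean of all tested compounds plus 3 SD, set per campaign, cut at about 14% in these data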;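 further: inhibitors block serine hydrolase probe labeling of LYPLA1 so polarization falls; 0% = enzyme with DMSO and 100% = wells lacking LYPLA1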
Target sequence (O75608 whole entry, looked up): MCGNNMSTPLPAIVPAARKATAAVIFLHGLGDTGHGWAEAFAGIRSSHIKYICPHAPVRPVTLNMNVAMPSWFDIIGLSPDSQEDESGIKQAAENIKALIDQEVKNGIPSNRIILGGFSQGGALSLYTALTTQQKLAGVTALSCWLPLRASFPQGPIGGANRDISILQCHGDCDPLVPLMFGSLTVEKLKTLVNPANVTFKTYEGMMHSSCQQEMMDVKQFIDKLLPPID
PAFAH1B3 FP inh = PAFAH1B3 enzyme inhibitors, primary screen, biochemical, fluorescence polarization, human; actives 0.28% (n = 340,000); Platelet-activating factor acetylhydrolase IB subunit alpha1 (Homo sapiens), Q15102; recombinant PAFAH1B3, FP-rhodamine probe; AID 492972, 2010; inhibition, % at 3.39 µM;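 active means inhibition above the screen-wide average of all tested compounds plus 3 SD, cut at about 25% in these data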;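 further: 0% = enzyme with DMSO only and 100% = wells lacking PAFAH1B3 protein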
PME-1 primary = PME-1 inhibitors via competitive probe labeling, primary screen, biochemical, fluorescence polarization, FP-Rh probe, HTS; Protein phosphatase methylesterase 1 (Homo sapiens), Q9Y570; recombinant PME-1; inhibition, % at 5.9 µM; actives 0.53% (n = 320,000);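 active means inhibition above the campaign mean of all compounds plus 3 SD, cut at about 26% in these data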;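 further: competitive labeling of PME-1 active site by serine hydrolase directed probe; 0% = PME-1 with DMSO and 100% = wells lacking PME-1 enzyme; inhibitors block probe labeling so polarization falls and inhibition rises; many of its hits are not listed in these tables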
Target sequence (Q9Y570 whole entry, looked up): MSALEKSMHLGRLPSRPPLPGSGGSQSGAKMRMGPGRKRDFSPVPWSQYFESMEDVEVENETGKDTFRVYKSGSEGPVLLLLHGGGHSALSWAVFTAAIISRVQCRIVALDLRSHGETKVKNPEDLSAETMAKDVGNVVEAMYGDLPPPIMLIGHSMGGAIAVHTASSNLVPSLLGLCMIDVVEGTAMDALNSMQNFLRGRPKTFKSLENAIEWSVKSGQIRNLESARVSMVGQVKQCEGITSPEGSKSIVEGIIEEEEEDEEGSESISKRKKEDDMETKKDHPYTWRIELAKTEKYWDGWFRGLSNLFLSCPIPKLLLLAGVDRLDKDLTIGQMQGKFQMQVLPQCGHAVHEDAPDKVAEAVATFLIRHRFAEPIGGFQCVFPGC
PAFAH1B2 inh = PAFAH1B2 enzyme inhibitors, primary screen, biochemical, fluorescence polarization, human; actives 1.2% (n = 340,000); inhibition, % at 3.39 µM; Platelet-activating factor acetylhydrolase IB subunit alpha2 (Homo sapiens), P68402; AID 492953, 2010; recombinant PAFAH1B2, FP-rhodamine activity probe;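 active means inhibition above the mean of all tested compounds plus 3 SD, cut at about 24% in these data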;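 further: 0% = enzyme with DMSO and 100% = wells lacking PAFAH1B2; many of its hits are not listed in these tables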
Target sequence (P68402 whole entry, looked up): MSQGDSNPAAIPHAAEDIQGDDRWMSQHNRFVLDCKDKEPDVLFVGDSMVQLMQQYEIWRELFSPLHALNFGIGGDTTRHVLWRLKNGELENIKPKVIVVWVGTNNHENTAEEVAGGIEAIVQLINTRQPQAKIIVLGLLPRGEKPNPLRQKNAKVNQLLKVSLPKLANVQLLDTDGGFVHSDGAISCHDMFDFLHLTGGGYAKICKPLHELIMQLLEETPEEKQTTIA
pPAFAH FP inh = pPAFAH enzyme inhibitors, primary screen, biochemical, fluorescence polarization, human; Platelet-activating factor acetylhydrolase (Homo sapiens), Q13093; recombinant pPAFAH, FP-rhodamine probe fluorescence polarization; inhibition, % at 3.39 µM; actives 1.5% (n = 330,000);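 active means inhibition above the mean inhibition across the screen plus 3 SD, cut at about 25% in these data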;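 further: inhibitors block binding of the rhodamine activity-based probe so polarization drops; 0% = enzyme with DMSO and 100% = wells lacking pPAFAH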
GSTO1 inh = inhibitors of recombinant GSTO1, primary screen, counter-screen for RBBP9 inhibitor project, biochemical, fluorescence polarization. Glutathione S-transferase omega-1 (Homo sapiens), P78417. activity-based probe fluorescence polarization. inhibition, % at 5.96 µM. actives 1.1% (n = 300,000). AID 1974, 2009;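 active means inhibition above the campaign mean inhibition plus 3 SD, cut at about 35% in these data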;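 further: 0% = GSTO1-1 with DMSO and 100% = wells lacking GSTO1-1 enzyme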
The depositor's hits bear a star; · = no result given.

Compound | PAFAH1B2 inh | PAFAH1B3 FP inh | GSTO1 inh | LYPLA2 counter | PME-1 primary | PAD4 FP inh | LYPLA1 inh | PAFAH2 inh | pPAFAH FP inh
COCCCNC(=S)N(CCCN(C)C)Cc1cc2cc3c(cc2[nH]c1=O)OCCO3 | 1 | 7 | 0 | 4 | -3 | 0 | 3 | 12 | 5
O=C(CN(Cc1ccccc1C(F)(F)F)C(=O)CNC(=O)c1ccco1)NC1CCCC1 | 5 | 6 | 4 | -3 | -3 | -3 | 2 | 1 | -4
O=C(CNC(=O)C1CCCCC1)NC1=NCCS1 | 5 | 5 | 2 | -2 | -2 | -4 | -2 | 1 | -5
Cc1cc2oc(=O)c(CC(=O)O)c(C)c2c2occ(C(C)(C)C)c12 | 13 | 11 | -2 | 3 | 4 | -2 | 0 | 5 | 2
CCCCN1CCc2c([nH]c3ccc(C)cc23)C1=O | -3 | 6 | -1 | -1 | -2 | -3 | -2 | -4 | 6
Cc1ccc(C(C)NC(=O)c2ccncc2)cc1C (stereo not given) | 0 | 5 | 1 | 1 | 5 | 2 | 0 | 1 | 4
C[C@H](NC(=O)N1CCn2c1nc1ccccc12)C(=O)NCc1ccc(F)cc1 | -4 | 1 | 5 | -2 | 4 | 0 | 1 | -6 | 3
O=C(Nc1ccc(S(=O)(=O)Nc2cnc3ccccc3n2)cc1)c1ccc(Br)o1 | 0 | 0 | -19 | 4 | -6 | 1 | -1 | -7 | 4
Cc1cc(C)cc(OCC(=O)NNC(=S)NC(=O)C2CC2)c1 | 6 | 10 | 7 | 6 | 7 | 0 | 0 | 4 | 8
Cc1ccccc1NC(=O)Cc1nc(COC(=O)c2cccnc2Cl)cs1 | -2 | 1 | · | 2 | -3 | 1 | 0 | 3 | 7
CN1CCN(CCC(=O)Nc2ccccc2)CC1 | 10 | 10 | 5 | 1 | -1 | 2 | -2 | 0 | 2
COc1cccc(N2C(=O)CC(N3CCN(S(=O)(=O)c4ccccc4)CC3)C2=O)c1 (stereo not given) | 4 | 9 | 2 | 3 | 0 | -4 | 1 | 4 | 7
COc1ccc(CCNC(=O)CSc2nnc(Cn3c(=O)sc4ccccc43)n2C)cc1OC | 3 | 0 | 9 | -1 | -1 | -1 | -2 | -4 | 0
COc1ccc(C(=O)N2CCCC(C(N)=O)C2)cc1S(=O)(=O)N1CCOCC1 (stereo not given) | -1 | 11 | · | 1 | -1 | 3 | 1 | 7 | -1
Clc1ccc(Cn2ccc(C3CC3)n2)cc1 | 2 | 10 | 0 | 10 | 2 | 2 | -1 | -1 | -1
CCN1/C(=C2/SC(=S)NC2=O)Sc2ccccc21 | 0 | 3 | 8 | 0 | -6 | 0 | 1 | -5 | 5
C=CCNC(=O)C1CCC(C(=O)NCC=C)CC1 (stereo not given) | 5 | 4 | 9 | 2 | 0 | -3 | 2 | 1 | -3
N#Cc1ccc(CN2CCN(CC(=O)Nc3ccccc3C(=O)NC3CC3)CC2)cc1 | 3 | 2 | · | 4 | 4 | -2 | 1 | 9 | 0
COC(=O)c1ccc(C(=O)NN)cc1 | · | · | 0 | -3 | -8 | -3 | 0 | · | 2
Cc1ccc(C(=O)CC(=O)c2ccccc2C)c(O)c1 | 2 | 9 | 6 | 0 | 2 | -1 | -1 | 3 | 6
CCN(CC)S(=O)(=O)c1ccc(/C=C/C(=O)OCC(=O)N(C)C)cc1 | -1 | 4 | 5 | -6 | -1 | -4 | 0 | -1 | -5
Cc1ccc(C(=O)NCCn2c(N)c(C#N)c3nc4ccccc4nc32)cc1 | 6 | -3 | 28 | -2 | 1 | -6 | -2 | 6 | 0
O=C(COC(=O)C1CCCCC1)Nc1ccc(N2CCCCC2)cc1 | -1 | -1 | 12 | -2 | 4 | 4 | 3 | 16 | 8
CCOC(=O)CNC(=O)Cn1cnc2c(oc3ccccc32)c1=O | 6 | 9 | -1 | 0 | 7 | -3 | 0 | -4 | -1
CCCCNC(=O)C1CC(=O)N(CCC(C)C)C1 (stereo not given) | -1 | 7 | 0 | -1 | 1 | 1 | -1 | 0 | -4

(cont.)
Compound | PAFAH1B2 inh | PAFAH1B3 FP inh | GSTO1 inh | LYPLA2 counter | PME-1 primary | PAD4 FP inh | LYPLA1 inh | PAFAH2 inh | pPAFAH FP inh
Cc1nc(-c2ccc(F)cc2)c(CC(=O)N2CCN(S(=O)(=O)c3ccccc3Br)CC2)s1 | 5 | 6 | 2 | 12 | 9 | -2 | 2 | 4 | 0
CCCn1c(SCC(=O)N2CCOCC2)nnc1-c1ccncc1 | 0 | 1 | -1 | 5 | 6 | 3 | -3 | 2 | 0
S=c1c2c(nc3nc[nH]n13)CCC2 | 1 | 7 | 31 | 1 | -8 | -4 | 0 | -1 | 9
O=C(COc1ccc(Cl)cc1[N+](=O)[O-])NC1CCCCC1 | 1 | 9 | 6 | 11 | 2 | -6 | 5 | -9 | -4
COC(=O)/C=C1\SC(=Nc2ccc(Cl)c(Cl)c2)NC1=O | 16 | 6 | 0 | 5 | 6 | -4 | 2 | -4 | 4
COc1ccc(/C=C(/NC(=O)c2cccs2)C(=O)Nc2ccc(C)cc2)cc1OC | 0 | 6 | 1 | 2 | -7 | -8 | 0 | 6 | 12
CC(=O)Nc1ccc(-n2nnnc2SCC(=O)N2CCN(C(=O)c3ccco3)CC2)cc1 | -1 | 9 | 10 | 4 | -3 | 3 | 1 | 13 | 1
OCc1ccc2c(c1)c(-c1ccc3c(c1)OCCO3)c(-c1ccccc1)n2-c1ccccc1 | 11 | 0 | · | 7 | 4 | -2 | -2 | 7 | 11
Cc1c(OC(C)C(=O)O)ccc2c3c(c(=O)oc12)CCCC3 (stereo not given) | 6 | 2 | -4 | 6 | 2 | -2 | 1 | 7 | 3
O=C(/C=C/c1ccc([N+](=O)[O-])s1)N1CCCCC1 | -3 | 3 | 35* | -3 | 12 | -5 | -3 | 3 | 1
C/C(=N\NC(=S)NCc1ccccc1)c1ccccc1 | 1 | -3 | 4 | 3 | 6 | -5 | 5 | 4 | 15
CCN(C#N)c1nc(N(C)C)nc(N(C)C)n1 | 3 | 7 | -1 | 4 | 6 | -3 | 3 | 6 | -1
CN1CCCCCC1=NC1=C(C#N)CCCC1 | 0 | 3 | 7 | 0 | 0 | -3 | 0 | 4 | 0
O=C(NC(Cc1c[nH]c2ccccc12)C(=O)O)/C(=C\c1ccc2c(c1)OCO2)NC(=O)c1ccccc1 (stereo not given) | 0 | 6 | 22 | 2 | -2 | -1 | -2 | 6 | -6
CC(C)CC(=O)NC(=S)Nc1ccc(CN2CCOCC2)cc1 | 4 | 9 | -4 | 4 | -3 | 3 | -1 | -1 | 3
CNC(=O)C1CCN(C(=O)c2ccc(-c3ccccc3)cc2)CC1 | 3 | 4 | 17 | 18 | 9 | 3 | 5 | -3 | 4
O=C(c1cc2nc(-c3ccco3)cc(C(F)(F)F)n2n1)N1CCCCCC1 | 7 | 3 | 6 | -1 | 3 | 0 | 1 | 8 | 4
CCN(C(=O)C1CCN(S(=O)(=O)c2cccc3nonc23)CC1)c1ccccc1 | 3 | -5 | 1 | 4 | -3 | 3 | 5 | 6 | 5
O=C(Nc1ccc(C(=O)O)cc1)/C(=C\c1ccc2c(c1)OCO2)NC(=O)c1ccco1 | 7 | 0 | 4 | -1 | 1 | -1 | -3 | -5 | 2
Fc1cccc(CO/N=C/c2c(-c3ccccc3)nc3ccc(Cl)cn23)c1 | -1 | 0 | 2 | -1 | -5 | -2 | -3 | -6 | 2
CCCCCCn1c(N2CCC(C)CC2)nc2c1c(=O)[nH]c(=O)n2C | 4 | 3 | -11 | 0 | -2 | 3 | 5 | -2 | 9
COc1cccc(-c2nc(-c3ccncc3)no2)c1 | 3 | 3 | -5 | -4 | 3 | -1 | 0 | 2 | 0
Cc1noc(C)c1COC(=O)/C=C/c1ccc(Cl)cc1 | -4 | 14 | -13 | 6 | 0 | -1 | -1 | -4 | 15
CC(C)Cn1c(SCC(=O)c2c(N)n(C)c(=O)n(C)c2=O)nc2ccccc21 | 2 | 0 | -3 | -4 | 0 | -1 | -1 | -3 | -1
C/C(=N\NC(=O)COc1ccc(C(C)(C)C)cc1)c1cc2ccccc2o1 | 3 | -4 | 3 | 1 | 2 | -1 | 1 | 3 | 7

(list continues)
Compound | PAFAH1B2 inh | PAFAH1B3 FP inh | GSTO1 inh | LYPLA2 counter | PME-1 primary | PAD4 FP inh | LYPLA1 inh | PAFAH2 inh | pPAFAH FP inh
C/C(=N/NC(=O)CNC(=O)c1ccccn1)c1ccccc1 | 1 | 4 | 0 | 7 | -1 | 2 | 8 | 2 | 6
COc1ccccc1NC(=O)CN1C(=O)NC2(CCCCCCC2)C1=O | 13 | 11 | 9 | 3 | 1 | 4 | 5 | 0 | 4
CCOCCCNC(=O)C(NC(=O)CNC(=O)c1ccccc1)c1ccccc1 (stereo not given) | 7 | 3 | 2 | 9 | 3 | -4 | 6 | -9 | 0
C=C(C)C1CC=C(C)/C(=N/NC(=O)c2cccc([N+](=O)[O-])c2)C1 (stereo not given) | 5 | 6 | 0 | 4 | -1 | -3 | -2 | 1 | 9
Cc1cc(NS(=O)(=O)c2ccc(NC(=O)c3cccc(OC(F)F)c3)cc2)nc(C)n1 | · | · | 1 | -1 | -1 | -9 | 1 | · | -6
CC1Cc2ccccc2N1C(=O)COC(=O)c1n[nH]c(=O)c2ccccc12 (stereo not given) | 0 | 0 | · | 2 | 4 | -1 | -3 | -5 | 1
Cc1cc(C)nc(N/N=C/c2cccc3ccccc23)n1 | 2 | 11 | 1 | 2 | 6 | -9 | 6 | 1 | 14
C[C@@H]1CN([C@H](C)CO)C(=O)c2cc(NC(=O)Cc3cn(C)c4ccccc34)ccc2O[C@H]1CN(C)S(=O)(=O)c1ccc(F)cc1 | 0 | -3 | · | · | · | 1 | · | 10 | 1
CCNC(=S)N1CCCC(c2nc3ccc(C)cc3[nH]2)C1 (stereo not given) | 3 | 7 | -5 | 10 | -2 | 0 | 7 | -8 | 2
COc1ccc(-n2cnc3sc4c(c3c2=O)CCCC4)cc1 | 1 | 4 | 5 | -4 | 1 | -3 | -3 | -1 | 6
COc1ccc(NC(=O)C(OC(=O)c2cnccn2)c2ccccc2)cc1Cl (stereo not given) | 5 | -11 | -1 | 7 | -1 | 2 | 0 | -1 | 2
CC(=O)c1cccc(OCC(=O)Nc2cc(Cl)ccc2-n2cncn2)c1 | 3 | 11 | -3 | 2 | 7 | -1 | 0 | 0 | 0
CC1CC(C)CN(C(=O)c2ccc(S(=O)(=O)N3CC(C)CC(C)C3)cc2)C1 (stereo not given) | 5 | 9 | 6 | 1 | 0 | -10 | 0 | 8 | 12
CCC(O)CC(C(=O)NNc1ccccc1)C(=O)NNc1ccccc1 (stereo not given) | 4 | 2 | 4 | -6 | -2 | -3 | -3 | 9 | 2

Assay outcomes from PubChem.

This is a subset; rates above refer to the full screens.
